D2 ag: HTS Assay for Allosteric Agonists of the Human D2 Dopamine Receptor: Primary Screen for Agonists | activation, % at 2 µM | HEK293 T-REx D2 cells, calcium flux agonist mode | 0.53% of 340,000 active;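 active means activation over 3 SD above normal in the single-dose calcium agonist read, cut at about 30% in these data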; further: 0% is about no effect
Target sequence (P14416 whole entry, looked up): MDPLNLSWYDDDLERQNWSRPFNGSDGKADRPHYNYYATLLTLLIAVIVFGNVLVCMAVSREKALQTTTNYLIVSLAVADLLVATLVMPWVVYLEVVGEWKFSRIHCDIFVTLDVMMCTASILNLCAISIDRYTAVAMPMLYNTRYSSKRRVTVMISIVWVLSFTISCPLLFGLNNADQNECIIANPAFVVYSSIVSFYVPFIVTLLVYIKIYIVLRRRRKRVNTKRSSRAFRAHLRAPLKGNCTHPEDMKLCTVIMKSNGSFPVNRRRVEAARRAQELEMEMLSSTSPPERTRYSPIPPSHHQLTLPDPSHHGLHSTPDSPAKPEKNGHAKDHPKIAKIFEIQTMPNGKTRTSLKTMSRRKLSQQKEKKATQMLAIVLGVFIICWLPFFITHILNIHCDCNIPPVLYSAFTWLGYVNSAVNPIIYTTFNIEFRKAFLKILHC
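Calcium-flux readout, 1 cycle/sec over 180 s following compound pin transfer, in inducible HEK293 Trex D2 cells (force-coupled); dopamine controls included. Positive calcium responses during this window marked compounds as potential agonists.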
ALOX12 inh: Primary qHTS assay for inhibitors of human arachidonate 12S-lipoxygenase (ALOX12): Round 2. purified 12hLO, xylenol orange hydroperoxide absorbance. 1.1% of 580,000 active. Potency, µM (highest dose often 108 µM), for the others: top-dose activity change, negative = inhibition, usual class: inhibitors; further: potency means the concentration at half of the fitted maximal effect; on the % scale 0 is the no-effect control and ±100 the full control effect
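Hydroperoxide product was detected by ferrous iron/xylenol orange as the 573 to 405 nm absorbance ratio. Arachidonic acid at 40 uM (final) was turned over for 30 min at room temperature by 150 nM human 12hLO, pH 7.0 Hepes buffer, after 15 min compound preincubation.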
ERG-DNA inh: qHTS for Small Molecule Inhibitors of the ERG Ets/DNA interaction | fluorescence polarization, His-ERG Ets domain / labelled DNA | Potency, µM (top dose mostly 76.9 µM), without a hit: at the highest dose FP activity, negative = inhibition, most hits filed as inhibitors | 0.028% of 370,000 active | Transcriptional regulator ERG (Homo sapiens), P11308; active means well fitted inhibition curve with a large enough effect in the polarisation, with a control signal flat; inconclusive means small, poorly fitted or top-dose-only effect, or effect the other way, or a change in a side signal; inactive means no such curve, though single readings can be large or run the other way; the % refers to the polarisation;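 further: polarization taken with two DNA probes labelled with fluorescein and Texas red; potency means the concentration at half of the fitted maximal effect; % of control where 0% means no effect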
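His-tagged ERG Ets domain (1 uM in the protein solution; 300mM KCl, 50mM Tris-HCl, 1mM EDTA, 1mM DTT, pH 7.5) received compound, then a probe mix of 5 nM fluorescein-DNA and 100nM Texas-615-DNA. Fluorescence polarization was read for both dyes.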
LDHA block: qHTS assay for inhibitors of human lactate dehydrogenase. L-lactate dehydrogenase A chain (Homo sapiens), P00338. purified LDHA, NADH/diaphorase-resazurin fluorescence; stronger effect = lower value. activity change, % (values are at about 110 or 230 µM). 0.15% of 480,000 active. AID 1347041, 2019; in the data active means activity change below about -30%; inconclusive means mostly about -25% to -30%;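 further: plate controls were DMSO wells for no effect and wells without enzyme for full effect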
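Resorufin fluorescence (ex540/em590), read at 0 and 20 min after diaphorase/resazurin addition, reports the NADH left after a 5 min room-temperature reaction of 2 nM human LDH5 with 0.06 mM NADH and 0.2 mM pyruvate.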
Vif-A3F inh: qHTS for Inhibitors of Vif-A3F Interactions: qHTS. HeLa A3F-eYFP + Vif (tagged APOBEC3F with the HIV-1 protein that degrades it), YFP fluorescence increase. Potency, µM (highest dose often 46.1 µM), inactives show at the top dose activity, negative = active. 0.2% of 390,000 active. AID 602313, 2012; further: potency means the concentration at half of the fitted maximal effect; % of control where 0% means no effect; nearly all actives have a fitted effect of over 65% in size
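HeLa cells stably expressing Vif plus C-terminally eYFP-tagged A3F were seeded, incubated overnight at 37 deg C, dosed with compound, incubated overnight again at 37 deg C. Yellow fluorescence (Ex 488/Em 500-530) reported blocked Vif-mediated A3F-eYFP degradation.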
Vif-APOBEC3G blk: qHTS for Inhibitors of Vif-A3G Interactions: qHTS; 0.076% of 410,000 active; AID 602310, 2012; DNA dC->dU-editing enzyme APOBEC-3G (Homo sapiens), Q9HC16; HeLa A3G-eYFP + Vif (tagged APOBEC3G with the HIV-1 protein that degrades it), YFP fluorescence, overnight; Potency, µM (series often up to 46.1 µM), without a hit: at the top dose activity, negative = active, actives largely listed as inhibitors;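 further: potency means the concentration at half of the fitted maximal effect; on the % scale 0 is the no-effect control and ±100 the full control effect; nearly all actives have a fitted effect of over 60% in size; hits raise eYFP signal because A3G escapes Vif-driven loss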
Target sequence (Q9HC16 whole entry, looked up): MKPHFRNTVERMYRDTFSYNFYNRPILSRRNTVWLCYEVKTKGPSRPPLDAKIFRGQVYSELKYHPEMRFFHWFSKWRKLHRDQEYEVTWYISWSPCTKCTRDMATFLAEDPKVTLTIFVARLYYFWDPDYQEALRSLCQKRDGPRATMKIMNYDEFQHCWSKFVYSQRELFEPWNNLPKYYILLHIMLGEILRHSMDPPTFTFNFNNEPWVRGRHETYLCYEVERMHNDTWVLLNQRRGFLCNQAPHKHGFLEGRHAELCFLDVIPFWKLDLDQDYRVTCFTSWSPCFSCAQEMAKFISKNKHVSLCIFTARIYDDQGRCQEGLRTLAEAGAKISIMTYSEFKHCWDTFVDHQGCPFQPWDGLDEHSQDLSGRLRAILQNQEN
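Read-out is eYFP fluorescence (Ex 488/Em 500-530) from Vif-expressing HeLa A3G-eYFP cells; more signal means A3G escaped Vif-mediated degradation. Cells plated overnight, compound pinned in, incubated overnight at 37 deg C.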
D2 antagonist: HTS Assay for Allosteric Antagonists of the Human D2 Dopamine Receptor: Primary Screen for Antagonists | D(2) dopamine receptor (Homo sapiens), P14416 | HEK293 TREx D2 cells, calcium flux, dopamine EC80 | inhibition, % at 10 µM | 2% of 340,000 active | AID 485344, 2010; in the data active means inhibition above about 30%; further: 0% is about no effect
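Compounds are added to dye-loaded, induced HEK293 T-REx cells coupled to calcium release via D2; after a 3 min kinetic read an EC80 dopamine stimulus is given and fluorescence is recorded for 3 more min.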
RGS4 inhibitor: Inhibitors of Regulator of G Protein Signaling (RGS) 4: qHTS; Potency, µM (top dose mostly 114 µM), for the others: top-dose activity change, negative = inhibition, actives largely listed as inhibitors; Transcreener GDP fluorescence polarization, RGS4-accelerated GTP hydrolysis; Regulator of G-protein signaling 4 (Homo sapiens), P49798; AID 504845, 2011; 0.039% of 390,000 active; further: potency means the concentration at half of the fitted maximal effect; on the % scale 0 is the no-effect control and ±100 the full control effect; nearly all actives have a fitted effect of over 75% in size; some results filed as inactive show a strong effect at the top dose
Target sequence (P49798 whole entry, looked up): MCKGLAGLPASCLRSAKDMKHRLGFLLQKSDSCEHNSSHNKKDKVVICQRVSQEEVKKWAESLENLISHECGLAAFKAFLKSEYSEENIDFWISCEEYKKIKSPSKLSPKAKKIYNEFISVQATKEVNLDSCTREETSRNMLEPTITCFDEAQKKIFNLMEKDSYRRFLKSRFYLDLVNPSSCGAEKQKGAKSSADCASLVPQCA
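MLSMR compounds (23 nl, pin-transferred) preincubated 10 min at room temperature with a 500nM (2x) first reagent, then RGS4 at 900nM (2x) plus Transcreener GDP mix added; fluorescence polarization (620/688 nm) read before and after 90 min at 30 °C.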
GRP78 ERSR act: qHTS for Inducers of the Endoplasmic Reticulum Stress Response (ERSR) in Human Glioma: qHTS | U87-MG GRP78 promoter luciferase reporter, 16 h | Potency, µM, for the others: at the top dose activation, usual class: activators | 0.02% of 420,000 active; further: potency means the concentration at half of the fitted maximal effect; series mostly up to about 76 µM; % of control where 0% means no effect; nearly all actives have a fitted effect of over 35% in size
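Stably transfected U87-MG glioma cells carrying a GRP78-based luciferase sensor; 16 h compound incubation. Luminescence end-point read 10 min after Bright-Glo addition at room temperature.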
* hit, by the source's call; ? = inconclusive; . = not tested or not shown; [ ] = dose if it differs, or a comment. Unless noted, the call rests on the fitted dose curve; in most records, active means well fitted curve in the direction sought with a large enough effect; inconclusive means small, poorly fitted or top-dose-only effect, or another doubt; inactive means no such curve, though single readings can be large; an effect the other way counts as inactive or inconclusive. Not all compounds are listed. The share of hits here may be higher or lower than overall.

# | SMILES | D2 ag | ALOX12 inh | ERG-DNA inh | LDHA block | Vif-A3F inh | Vif-APOBEC3G blk | D2 antagonist | RGS4 inhibitor | GRP78 ERSR act
1 | Cc1nc(S/C(=C/c2ccc(-c3ccc(C(=O)O)cc3)o2)C(=O)O)n[nH]1 | -0.5 | -19% | 24% | 3 | -3% | -3% | -1 | -18% | -3%
2 | CCOC(=O)c1c(NC(=O)C2CCN(S(=O)(=O)c3ccc(Cl)cc3)CC2)sc2c1CCCC2 | 1.2 | -8% | -4% | -1 | 4% | -2% | -13 | -29% | -4%
3 | COc1ccc2c(c1)cc(C(=O)N[C@@H](CCSC)C(=O)N1CCC(C(=O)O)CC1)n2C | -1.7 | 0% | 7% | 0 | 2% | -3% | -7 | 22% | -5%
4 | CCCNC(=O)NS(=O)(=O)c1cnccc1Sc1ccc(Cl)cc1 | 0.2 | ? | -2% | -9 | 2% | -4% | 5 | 14% | -6%
5 | O=C(NC1=NCCS1)Nc1ccccc1 | -0.5 | 0% | 1% | -5 | -7% | 0% | -11 | 7% | -9%
6 | CC/C(=N/NC(=O)CNc1ccc(Cl)cc1C)c1ccccc1 | 0.6 | -11% | 2% | -6 | -2% | -5% | 4 | -1% | -9%
7 | O=C(Cc1cccs1)Nc1nnc(SCc2ccc(Br)cc2)s1 | 0.7 | -3% | -14% | -2 | -5% | -7% | 1 | 1% | -3%
8 | C=C(C)c1cccc(C(C)(C)NC(=O)NCCCN2CCCC2=O)c1 | 0.8 | 14% | 0% | -11 | -1% | 2% | 12 | 19% | -2%
9 | COc1ccc(N2CCCC2)c(NC(=O)c2ccc(Br)o2)c1 | 0.9 | ? | 5% | 8 | 21% | 0% | 3 | -43% | -6%
10 | Cc1ccc(NC(=S)NCc2ccc(S(N)(=O)=O)cc2)c(C)c1 | 0.6 | -24% | -2% | -7 | 3% | -2% | -22 | 9% | 0%
11 | CS(=O)(=O)N1CCN(c2ccc(NC(=O)CSc3nnc(-c4ccco4)o3)cc2)CC1 | 0.7 | ? | 1% | -7 | -29% | -3% | -13 | -7% | -3%
12 | Cc1ccc(F)cc1NC(=O)c1sc2ncn(CC(=O)N3CCN(c4ccccn4)CC3)c(=O)c2c1C | -1.8 | -5% | -10% | -10 | 3% | 2% | 16 | 22% | -11%
13 | CC(C)N(CCC#N)C(=O)Nc1ccc2c(c1)CCO2 | 1.0 | 210%[activator] | 16% | -3 | -4% | 0% | -5 | 11% | -3%
14 | COc1ccc(NC(=O)C2Cc3c(-c4ccccc4Oc4ccccc4)ccnc3O2)cc1OC (stereo not drawn) | . | ? | . | -7 | . | 1% | . | . | -3%
15 | COc1ccccc1C(=O)NNC(=O)c1ccc2ccccc2c1 | -0.7 | 10% | -3% | -1 | 5% | -6% | 1 | -12% | 0%

Limited to ERG-DNA inh, Vif-A3F inh and RGS4 inhibitor, for 4 of the compounds above:
nr	mol	ERG-DNA inh	Vif-A3F inh	RGS4 inhibitor
2	CCOC(=O)c1c(NC(=O)C2CCN(S(=O)(=O)c3ccc(Cl)cc3)CC2)sc2c1CCCC2	-4%	4%	-29%
11	CS(=O)(=O)N1CCN(c2ccc(NC(=O)CSc3nnc(-c4ccco4)o3)cc2)CC1	1%	-29%	-7%
8	C=C(C)c1cccc(C(C)(C)NC(=O)NCCCN2CCCC2=O)c1	0%	-1%	19%
5	O=C(NC1=NCCS1)Nc1ccccc1	1%	-7%	7%

The main list resumes, starting 2 compounds before the break.
# | SMILES | D2 ag | ALOX12 inh | ERG-DNA inh | LDHA block | Vif-A3F inh | Vif-APOBEC3G blk | D2 antagonist | RGS4 inhibitor | GRP78 ERSR act
14 | COc1ccc(NC(=O)C2Cc3c(-c4ccccc4Oc4ccccc4)ccnc3O2)cc1OC (stereo not drawn) | . | ? | . | -7 | . | 1% | . | . | -3%
15 | COc1ccccc1C(=O)NNC(=O)c1ccc2ccccc2c1 | -0.7 | 10% | -3% | -1 | 5% | -6% | 1 | -12% | 0%
16 | CCn1nnnc1SCC(=O)N1CCOCC1 | 0.2 | 51%[activator] | -1% | -6 | 7% | 2% | 3 | -19% | -1%
17 | COc1cc(NC(=O)CSc2nc3ccccc3c(=O)n2C)ccc1NC(=O)c1ccco1 | -1.8 | 4% | 1% | -3 | -6% | 2% | 9 | -17% | -2%
18 | Cn1c2ccc(F)cc2c2nnc(NN)nc21 | -0.1 | 233%[activator] | -5% | -8 | 5% | -5% | 17 | -31% | 2%
19 | COc1ccc(C(=O)N2CCCC(c3nc(-c4ccc(OC)c(OC)c4)no3)C2)c(OC)c1 (stereo not drawn) | -0.2 | 17% | -4% | 0 | 2% | -2% | -5 | -11% | 2%
20 | CCC(=O)N1CCCC1(C)C(=O)Nc1ccc(OC(F)F)cc1 (stereo not drawn) | . | 18% | . | -8 | . | -2% | . | . | 4%
21 | O=C(Oc1c(-c2ccccc2)c(=O)n2c3c(cccc13)CC2)c1ccco1 | . | 0% | -1% | -10 | 3% | 0% | . | -16% | -10%
22 | CCOc1ccc(NC(=O)c2ccc(-c3cccc(Cl)c3C)o2)cc1 | -0.1 | 0% | 1% | -5 | 0% | -1% | . | -5% | -2%
23 | O=C(N/N=C/C1CC2CCC1C2)c1ccc2c(c1)OCO2 (stereo not drawn) | 0.1 | 1% | 2% | 2 | -5% | -26% | 1 | 12% | 5%
24 | O=C(O)C(Cc1ccccc1)NS(=O)(=O)c1ccc(Cl)cc1 (stereo not drawn) | -4.4 | -14% | -10% | 0 | -5% | -3% | -9 | -25% | -5%
25 | Cc1ccccc1OCCCn1c(CO)nc2ccccc21 | 0.0 | 7% | 1% | -2 | 2% | -1% | -7 | -28% | 2%
26 | COc1ccc(NC(=O)CSc2nnc(-c3ccccc3F)n2C2CC2)cc1S(N)(=O)=O | 0.7 | 3% | 2% | -2 | -8% | 1% | -8 | 9% | -3%
27 | CC(C)Cc1nnc(NC(=O)CCC(=O)NC2CC2)s1 | 0.4 | 9% | 5% | -5 | -6% | 0% | 2 | -11% | -1%
28 | O=C(c1ccc(-n2c(SCc3cc(F)ccc3F)nc3ccccc3c2=O)cc1)N1CCOCC1 | 0.3 | -23% | 6% | -1 | -4% | 0% | 0 | 14% | 1%
29 | O=C(Nc1ccccc1Br)N1CCC(CN2CCCC2)CC1 | 0.2 | -6% | 1% | -2 | -2% | -3% | . | -3% | -1%
30 | ONC(=Nc1ccccc1)c1ccc(Cl)cc1 | -1.2 | -22% | -10% | -4 | -1% | -2% | 23 | -12% | 0%
31 | O=C(CN(Cc1ccc(Br)cc1)S(=O)(=O)c1ccccc1)NCC1CCCO1 (stereo not drawn) | 1.3 | 0% | 3% | -8 | ? | 1% | -7 | 9% | 0%
32 | S=C(NCc1ccco1)NCC1CCCO1 (stereo not drawn) | 0.1 | -16% | -4% | 4 | -31% | 4% | -6 | 0% | -2%
33 | CCOC(=O)c1nn(-c2ccccc2F)c(-c2ccccc2)c1C(=O)c1ccccc1 | . | 1% | 6% | -5 | 4% | 0% | . | 15% | 6%
34 | CCOC(=O)N1CCC(N2CCN(S(=O)(=O)c3ccc(NC(C)=O)cc3)CC2)CC1 | 0.7 | ? | . | -18 | -12% | 1% | -14 | -10% | -6%
35 | CCN(CC(=O)Nc1ccccc1OC)C(=O)c1cccc(-n2cccc2)c1 | 0.0 | -41% | -4% | -1 | -12% | 0% | 25 | 5% | -5%
36 | COc1ccc(C2c3ccc(O)cc3Oc3ncn(CCCO)c(=N)c32)cc1OC (stereo not drawn) | 0.2 | ? | -12% | -1 | -5% | -3% | 7 | 10%[11.4 µM] | -1%
37 | Cn1ncc2c(O/N=C(\N)c3ccc(C(F)(F)F)cc3)ncnc21 | 1.3 | 8% | -5% | -9 | 6% | 0% | -3 | 17% | -13%

Ordered by the number under Vif-APOBEC3G blk (lowest first): 4 from the list above
no. | SMILES | ALOX12 inh | ERG-DNA inh | LDHA block | Vif-APOBEC3G blk | D2 antagonist | RGS4 inhibitor | GRP78 ERSR act
36 | COc1ccc(C2c3ccc(O)cc3Oc3ncn(CCCO)c(=N)c32)cc1OC (stereo not drawn) | ? | -12% | -1 | -3% | 7 | 10%[11.4 µM] | -1%
37 | Cn1ncc2c(O/N=C(\N)c3ccc(C(F)(F)F)cc3)ncnc21 | 8% | -5% | -9 | 0% | -3 | 17% | -13%
31 | O=C(CN(Cc1ccc(Br)cc1)S(=O)(=O)c1ccccc1)NCC1CCCO1 (stereo not drawn) | 0% | 3% | -8 | 1% | -7 | 9% | 0%
32 | S=C(NCc1ccco1)NCC1CCCO1 (stereo not drawn) | -16% | -4% | 4 | 4% | -6 | 0% | -2%

Bioassay records (PubChem BioAssay)
